HTT cytoprotect: qHTS Multiplex Assay to Identify Dual Action Probes in a Cell Model of Huntington: Cytoprotection (ATP); PC12 HTT-Q103 induced, cytoprotection, ATP luminescence, 40 h; Potency, µM (top dose mostly 56.4 µM), without a hit: cytoprotection (ATP increase), usual class: activators; hit rate 0.14% among 230,000; AID 1471, 2008;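 further: % of control where 0% means no effect; nearly all actives have a fitted effect of over 45% in size; toxic huntingtin expression switched on by the ecdysone agonist tebufenozide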
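Readout: ATPlite luminescence (ATP level). Model: stable PC12, inducible Htt exon1 Q103-GFP. Inducer: tebufenozide, 100 nM final. Compounds: dose series. No G418 in medium.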
GAA inhib: qHTS Assay for Inhibitors of Human alpha-Glucosidase as a Potential Chaperone Treatment of Pompe Disease; AID 1466, 2008; hit rate 0.005% among 200,000; Potency, µM (titrated, usually from 76.9 µM), inactives show at the highest dose activity change, negative = inhibition, most hits filed as inhibitors; purified human GAA, 4-MU-alpha-glucoside fluorescence;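 further: plate controls were uninhibited enzyme wells for no effect and no-enzyme background for full effect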
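Compounds are titrated up to 77 uM against 4 nM human enzyme. Substrate 4-methylumbelliferyl-alpha-D-pyranoside (400 uM) reacts 20 min at room temperature in pH 5.0 buffer; liberated 4-methylumbelliferone is read at 440 nm.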
IMPase Li cell: qHTS Assay for Identifying the Cell-Membrane Permeable IMPase Inhibitors: Potentiation with Lithium | CHO-M1 cells, IP1 TR-FRET (IP-One), carbachol + lithium | Potency, µM (highest dose often 59.4 µM), for inactives: at the top dose activity, negative = IMPase inhibition, most hits filed as inhibitors | hit rate 0.35% among 210,000 | AID 1457, 2008;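 further: IP1 builds up when IMPase is blocked and the TR-FRET signal falls; plate controls were basal vehicle for no effect and high inhibitor control for full effect; nearly all actives have a fitted effect of over 50% in size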
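Concentration–response in CHO-M1 cells, lithium-potentiated; 30 min at 37C. IP1 detected by competitive TR-FRET after 10 min lysis at RT. Hill-fitted AC50.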
aGlu spleen mod: qHTS Assay for Inhibitors and Activators of Human alpha-Glucosidase From Spleen Homogenate; Lysosomal alpha-glucosidase (Homo sapiens), P10253; human spleen homogenate, 4-MU-alpha-glucoside fluorescence; Potency, µM (titrated, usually from 79.9 µM), inactives show top-dose activity change, negative = inhibition, most hits filed as inhibitors; hit rate 0.006% among 240,000;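 further: 0% = enzyme with vehicle and -100% = no enzyme basal signal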
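Enzyme source: human spleen homogenate, 1 ug/well. Buffer 50 mM citric acid/K phosphate pH 5.0, 0.01% Tween-20. 4-MU-alpha-glucoside 1 mM; 37 C x 40 min; NaOH/glycine stop; fluorescence.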
HTT aggregate: qHTS Multiplex Assay to Identify Dual Action Probes in a Cell Model of Huntington: Aggregate Formation (GFP). PC12 HttQ103-GFP aggregates, Acumen cytometry, 40 h. Potency, µM (highest dose often 46.1 µM), inactives show top-dose activity change, negative = inhibition, usual class: inhibitors. hit rate 1.1% among 220,000. AID 1688, 2009; further: on the % scale 0 is the no-effect control and ±100 the full control effect; nearly all actives have a fitted effect of over 60% in size
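Quantitative HTS on tebufenozide-induced (100 nM) PC12 cells stably expressing polyQ103 Huntingtin exon 1–GFP. Reduction of bright GFP aggregates, detected by laser scanning cytometry after lysis, identified actives across the titration.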
RGS12 GoLoco inh: qHTS Assay for Inhibitors of RGS12 GoLoco Motif Activity (Red Fluorophore) | Guanine nucleotide-binding protein G(i) subunit alpha-1 (Homo sapiens), P63096 | Gai1:RGS12 GoLoco peptide FP, rhodamine, 10 min | Potency, µM (titrated, usually from 61.6 µM), without a hit: at the highest dose activity, negative = inhibition, most hits filed as inhibitors | hit rate 0.44% among 230,000 | AID 880, 2007; active means well fitted inhibition curve with a large enough effect, not every such curve was filed as active; inactive means no such curve, though single readings can be large or run the other way; further: on the % scale 0 is the no-effect control and ±100 the full control effect; nearly all actives have a fitted effect of over 30% in size; many of its hits are not listed in these tables
Target sequence (P63096 whole entry, looked up): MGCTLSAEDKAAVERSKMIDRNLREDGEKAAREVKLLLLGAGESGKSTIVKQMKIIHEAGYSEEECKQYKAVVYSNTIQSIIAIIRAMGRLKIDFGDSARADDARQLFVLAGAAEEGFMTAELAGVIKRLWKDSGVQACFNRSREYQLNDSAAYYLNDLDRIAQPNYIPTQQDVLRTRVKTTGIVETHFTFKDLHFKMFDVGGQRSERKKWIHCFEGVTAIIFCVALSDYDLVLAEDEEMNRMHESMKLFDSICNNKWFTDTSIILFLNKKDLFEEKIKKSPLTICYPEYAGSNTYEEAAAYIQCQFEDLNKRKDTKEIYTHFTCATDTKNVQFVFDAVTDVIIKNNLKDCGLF
GAA glycogen mod: qHTS Assay for Inhibitors and Activators of Human alpha-Glucosidase Cleavage of Glycogen; Lysosomal alpha-glucosidase (Homo sapiens), P10253; recombinant GAA, glycogen substrate, Amplex Red glucose oxidase fluorescence; Potency, µM (highest dose often 76.4 µM), without a hit: top-dose activity change, negative = inhibition, most hits filed as inhibitors; hit rate 0.38% among 300,000; AID 2100, 2009;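 further: 0% = full enzyme reaction and -100% = no-enzyme basal signal; the screen sought inhibitors and activators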
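Natural-substrate format: glycogen cleavage by 4 nM human enzyme, glucose read by Amplex Red coupling (Ex 573, Em 610 nm). Normalized to enzyme and no-enzyme controls.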
Active calls of the source: *; ? = inconclusive; nt = no result given; [ ] = remark or other dose. Unless noted, the call rests on the fitted dose curve; in most records, active means well fitted curve in the direction sought with a large enough effect; inconclusive means small, poorly fitted or top-dose-only effect, or another doubt; inactive means no such curve, though single readings can be large; an effect the other way counts as inactive or inconclusive. Potency means the concentration at half of the fitted maximal effect.

Results follow in this order: RGS12 GoLoco inh | GAA inhib | HTT cytoprotect | GAA glycogen mod | aGlu spleen mod | HTT aggregate | IMPase Li cell
O=c1c2cnn(-c3ccccc3)c2ncn1Cc1cccnc1
  5% | 4% | -28% | 5% | 1% | -21% | -8%[38.3 µM]
CN(CCc1cnn(C)c1)C(=O)CCc1nnc(CCCc2ccccc2)o1
  -10% | 8% | 11%[10 µM] | 2% | 1% | -1%[9.22 µM] | 0%
Cc1cccc(NC(=O)CSc2nc3ccccc3c3nc(CCc4c(C)n[nH]c4C)nn23)c1
  1% | -5% | -19% | -2% | -11% | -8% | 11%[38.3 µM]
COc1cc(/C=C2/NC(=O)N(CC(=O)Nc3ccc(C)cc3)C2=O)ccc1Oc1ccc([N+](=O)[O-])cn1
  13% | 4% | 9% | 19% | 5% | 3% | -6%
O=C(c1ccc([N+](=O)[O-])cc1)N1CCC(Cc2ccccc2)CC1
  -4% | -12% | -22% | -16% | 6% | ? | 20%
Cc1cccc(/C=N/Nc2nncc3ccccc23)c1
  12% | -14% | -157%[inhibitor] | -20% | 5% | -15% | 4%
Cc1nc(NC(=O)C(C)Oc2cccc(Cl)c2)sc1C(=O)N(C)C (stereo not drawn)
  2% | 4% | 2%[10 µM] | 1% | 4% | 18% | 4%
Cc1cccc(NC(=O)c2cnc3ccccn3c2=O)c1
  -11% | ? | -6% | 1% | -1% | ? | 15%[38.3 µM]
c1cncc(CNC2CCCc3ccccc32)c1 (stereo not drawn)
  nt | -2% | -23%[10 µM] | -9% | 7% | -1% | nt
CCN(CC)CCN1C(=O)C(=O)/C(=C(/O)c2cccc(OC)c2)C1c1ccccn1 (stereo not drawn)
  -16% | 1% | -29% | -3% | 4% | 16% | 11%[38.3 µM]
CCC1=NN(C(=O)COc2ccccc2C)C(O)(c2ccncc2)C1 (stereo not drawn)
  5% | 5% | 1%[10 µM] | 12% | -7% | -11%[9.22 µM] | -1%
O=C1OC2(CCCCC2)OC(=O)C1=CNc1nc2ccccc2s1
  16% | 1% | 4%[10 µM] | 5% | -3% | 14% | 1%[38.3 µM]
CCOC(=O)CSc1nnnn1-c1cc(OC)c(Cl)cc1OC
  9% | 5% | -5% | 6% | -2% | 4% | -1%[38.3 µM]
COCCn1c(=NC(=O)c2cc(-c3cccs3)nc3ccccc23)sc2cc(S(N)(=O)=O)ccc21
  3% | -11% | -1%[10 µM] | 9% | -3% | -16% | -8%
COc1ccc(-c2nc3c(c4c2C[C@H](c2ccccc2)OC4)CN(C(=O)C2CC2)CC3)c(C)c1
  7%[14.2 µM] | nt | 7%[10 µM] | nt | -2%[17.4 µM] | nt | 2%
CNC(=O)c1csc(-c2ccc(Cl)cc2)n1
  12% | ? | 19% | 0% | -3% | -9% | 4%
COc1ccc(CC(=O)O/N=C(\N)c2ccccn2)cc1
  -1% | nt | -5%[10 µM] | -5% | -2% | -12%[9.22 µM] | nt
Cc1c(NC(=O)/C(=C/c2cccs2)c2cccs2)c(=O)n(-c2ccccc2)n1C
  4% | -6% | 21%[10 µM] | 11% | -10% | -8% | 3%
O=C1CCC(=O)N1c1ccc(NCc2ccccc2Cl)c([N+](=O)[O-])c1
  9% | 0% | 24%[10 µM] | 4% | -2% | -12% | 5%
COc1ccc(C(=O)c2ccccc2Cl)cc1
  10% | -8% | 5% | -5% | 10% | -8% | 14%[38.3 µM]
Cc1ccc(C)c(C(=O)n2cnnc2N)c1
  9% | -10% | -5% | 8% | 4% | -4% | 21%[38.3 µM]
O=C(CCCc1ccccc1)Nc1ccc(S(=O)(=O)N2CCOCC2)cc1
  0% | nt | 20%[10 µM] | -9% | -16% | -2%[9.22 µM] | nt
CC(C)(CC(=O)O)CC(=O)NCc1c(Cl)cccc1Oc1ccccc1
  -6% | ? | 1%[10 µM] | 3% | -2% | -2%[9.22 µM] | nt
COc1ccc(-c2nc(C#N)c(NC(C)c3ccccc3)o2)cc1OC (stereo not drawn)
  15% | ? | -17%[10 µM] | ? | 0% | ? | 11%[38.3 µM]
N#CCSc1nc(-c2ccccc2)c2cc(Cl)ccc2n1
  14% | 3% | 1%[10 µM] | 9% | -3% | -9% | -10%
O=C(CCn1cnc2ccccc21)N/N=C/C=C/c1ccccc1
  2% | nt | 15%[10 µM] | 2% | 1% | 15%[9.22 µM] | nt
CCCCCOCC1CC(C/C(C)=N/NC(N)=S)C(=O)O1 (stereo not drawn)
  12% | 4% | 24%[10 µM] | -5% | -4% | 9% | 8%
CCOC(=O)CCSc1nc(C)c2cc(C)c(C)cc2n1
  14% | -15% | 11%[1.9 µM] | -4% | -6% | -15% | 18%
CCN(CC)c1ccc(N2C(=O)C3CCCCC3C2=O)cc1[N+](=O)[O-] (stereo not drawn)
  3% | -7% | 12%[10 µM] | 17% | -6% | 7% | 4%
NNC(=O)c1ccc(N2CCCCCC2)c([N+](=O)[O-])c1
  5% | 1% | -101%[inhibitor] | -23% | -1% | ? | -5%
COc1ccccc1NS(=O)(=O)c1cccc(NC(=O)NC2CCCCC2)c1
  4% | -2% | -8%[10 µM] | 4% | 0% | -25% | -2%
CCOc1ccc(/C(O)=C2/C(=O)C(=O)N(CCN(CC)CC)C2c2ccco2)cc1 (stereo not drawn)
  3% | 1% | 10%[10 µM] | 11% | -5% | 16% | 3%
O=c1[nH]c(NNC(=S)NCc2ccccc2)nc2c1C1(CCCCC1)Cc1ccccc1-2
  -6% | -2% | 1%[10 µM] | ? | -11% | -3% | -10%
COc1ccccc1-c1cc(C(F)(F)F)n2ncc(S(=O)(=O)c3ccccc3)c2n1
  0% | 8% | -27% | 0% | 0% | -5% | 12%[38.3 µM]
Cc1ccc(OCc2nc(C#N)c(NCc3ccc4c(c3)OCO4)o2)cc1
  -4% | -6% | -14%[10 µM] | -24% | -9% | ? | 8%[38.3 µM]
COc1cc(NC(=S)NCCCN2CCOCC2)cc(OC)c1
  -9% | 2% | 3%[10 µM] | -11% | 1% | -10% | -1%
C=C(C)C(O)/C=C/c1ccc(Br)cc1 (stereo not drawn)
  0% | nt | -43% | nt | -4% | nt | -1%
COc1ccc(Oc2coc3cc(OCC(=O)N4CCCCC4)ccc3c2=O)cc1
  -4% | 0% | nt | 2% | 5% | 5% | -2%
CC(N)(C(=O)O)c1cccc(OCc2cccc(Cl)c2)c1 (stereo not drawn)
  -2% | nt | 17%[10 µM] | 0% | 7% | -4%[9.22 µM] | nt
Cc1ccc(N(C(=O)c2ccc(CN3CCOCC3)o2)C(C(=O)NCCC(C)C)c2cccs2)c(C)c1 (stereo not drawn)
  -1% | 0% | 20%[10 µM] | 0% | -7% | -6% | 23%
Cc1sc(-c2ccccn2)nc1OC(=O)c1cccc(Cl)c1Cl
  7% | -1% | 17%[10 µM] | 0% | -3% | -11% | 6%
Cc1oc(C(=O)O)cc1COc1ccc2c3c(c(=O)oc2c1)CCC3
  22% | ? | -12% | -4% | 15% | ? | 26%[38.3 µM]
O=C(/C=C\c1ccccc1OC(=O)c1ccccc1F)c1cc2ccccc2o1
  44%[activator] | 4% | 4%[10 µM] | 3% | -8% | -5% | 9%
CCN1CCN(C(=O)c2ccccc2Nc2ccc(SC(F)F)cc2)CC1
  0% | 9% | -8% | 0% | -4% | -1% | 6%
CCn1c(SCC(=O)Nc2ccccc2OC)nc2ccccc2c1=O
  5% | -4% | -1% | 3% | -6% | 1% | 26%[38.3 µM]
COC(=O)c1ccc(CSc2ncn[nH]2)o1
  nt | 7% | -18%[10 µM] | 2% | -15% | -4% | nt
COCCNC(=O)c1nn(-c2cc(OC)cc(OC)c2)c(=O)c2ccccc12
  4% | -1% | 1% | 0% | -4% | 6% | 28%[38.3 µM]
COc1ccc(COC(=O)Nc2cc3c(C(F)(F)F)nn(C)c3s2)cc1
  4% | -6% | 8% | -24% | 5% | 20% | 12%[38.3 µM]
CCN(CC)c1ccc(/C=C2\CCC(/C=N/NC(=O)c3ccc(=O)n(C)c3)=C2N2CCOCC2)cc1
  145%[activator] | -8% | 1%[10 µM] | -5% | 3% | 9% | 1%
CN(C)c1ccc(CNn2cnnc2)cc1
  -18% | -2% | -12% | -23% | -7% | -6% | -1%[38.3 µM]
COc1ccc(S(=O)(=O)Nc2cc(C)ccc2OC)cc1C
  -7% | -3% | -1%[0.074 µM] | -1% | -8% | -18% | 10%[38.3 µM]
O=c1c2ccccc2nnn1CSc1nc2ccccc2c(=O)n1CCCO
  0% | 3% | -19% | 3% | -18% | 8% | -5%
Cn1cccc1/C=N/N1CCN(c2ccccc2)CC1
  -77% | 4% | 4%[10 µM] | ? | 4% | -3% | 18%
Cc1ccc2nc(CSc3nnc(Cc4cccs4)n3C3CCCCC3)cc(=O)n2c1
  12% | -9% | 14% | -6% | -6% | ? | -2%[38.3 µM]
Cc1ccc([N+](=O)[O-])cc1NC(=O)CN1CCC(C)CC1
  -22% | -9% | -10% | 12% | -4% | 1% | -3%[38.3 µM]
Cc1nnc(Sc2nc3ccccc3o2)c2ccccc12
  2% | -5% | ? | 4% | -1% | ? | 25%[38.3 µM]
CCOC(=O)c1ccc(Nc2ncnc3ccccc23)cc1
  4% | 3% | 13% | -10% | 4% | -15% | 8%
Cc1cc(C)n(C(=O)c2ccc(C)c(S(=O)(=O)N3CCCC3)c2)n1
  3% | ? | 13% | 5% | -28% | -5% | 30%[38.3 µM]

A draw from above in order of count of non-hydrogen atoms, ascending.
Results follow in this order: RGS12 GoLoco inh | GAA inhib | HTT cytoprotect | GAA glycogen mod | aGlu spleen mod | HTT aggregate | IMPase Li cell
COC(=O)c1ccc(CSc2ncn[nH]2)o1
  nt | 7% | -18%[10 µM] | 2% | -15% | -4% | nt
CC(N)(C(=O)O)c1cccc(OCc2cccc(Cl)c2)c1 (stereo not drawn)
  -2% | nt | 17%[10 µM] | 0% | 7% | -4%[9.22 µM] | nt
CCn1c(SCC(=O)Nc2ccccc2OC)nc2ccccc2c1=O
  5% | -4% | -1% | 3% | -6% | 1% | 26%[38.3 µM]
CCOc1ccc(/C(O)=C2/C(=O)C(=O)N(CCN(CC)CC)C2c2ccco2)cc1 (stereo not drawn)
  3% | 1% | 10%[10 µM] | 11% | -5% | 16% | 3%

High-throughput results from PubChem BioAssay.

A portion of the library; count on the stated rates, not on these rows.
